Myeloid diff 2 = promotes myeloid progenitor differentiation | ER-HoxA9 myeloid progenitors, lysozyme-GFP differentiation, flow cytometry | calls only at 10 µM | hit rate 1% among 360,000 | AID 624256;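 active means normalized GFP-positive differentiation at or above the plate's own cutoff, the solvent-only control mean plus 3 SD; inconclusive means no clear call, values can overlap the other calls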;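 further: cells exposed to compound for four days before flow analysis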
NS5 inhibitors = Dengue-2 NS5 methyltransferase inhibitors, primary screen, biochemical, confirmation dose response (AID 588689) | Dengue-2 NS5 methyltransferase capping enzyme assay, biochemical; higher % means a stronger effect | one-dose inhibition, % at 25 µM; IC50 in µM for titrated hits | hit rate 0.3% among 340,000; in the data active means a potency from the dose series; inconclusive means inhibition above about 29% without an active follow-up result
Siah-1 displacement = Siah-1 peptide-binding antagonists, primary screen, biochemical, fluorescence polarization, rhodamine-plectin, uHTS (AID 1817) | Siah-1 / rhodamine-plectin peptide fluorescence polarization; higher % means a stronger effect | one-dose displacement, % at 20 µM; IC50 in µM for titrated hits | hit rate 0.02% among 290,000;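 active means displacement of at least 50% at 20 µM, with a fluorescence ratio check between 0.3 and a set limit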;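 further: plate controls were Siah plus tracer with DMSO for no effect and tracer alone without Siah for full effect; strong numbers were not always called active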
HIV peptide binding = cell-free HIV fusion peptide-binding blockers – biochemical, uHTS, fluorescence dequenching, primary screen (AID 1986). cell-free peptide binding, fluorescence dequenching, 30 min; higher % means a stronger effect. inhibition, % at 20 µM, or IC50 in µM where a hit was titrated. hit rate 0.3% among 290,000; in the data active means inhibition mostly above about 52%, no sharp cut-off; inactive means mostly below about 76%; further: some results filed as inactive read as strong as hits
Lipid droplet = hepatic lipid droplet formation modulation; inhibition, % at 6.5 µM; AML12 mouse hepatocytes, oleate lipid droplets, BODIPY imaging; AID 1656; hit rate 0.4% among 240,000;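 active means lipid droplet intensity inhibited by at least 50%, with more than 500 cells counted; inconclusive means wells with under 300 cells, treated as cytotoxic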
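Material – mouse AML12 hepatocyte cell line, fixed after treatment · Compound dosing – one dose, 6.5 µM compound · Times – compound with oleate, overnight · Measured by – Image-based BODIPY and DAPI two-channel analysis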
AID2073 = inhibitors of Mint1-CaV2.2 protein interaction, biochemical, HTRF (AID 2073). HTRF protein-protein interaction, Mint1-CaV2.2; higher % means a stronger effect. hit rate 0.19% among 290,000. inhibition, % at 20 µM; hits with a dose series show IC50 in µM; in the data active means inhibition mostly above about 51%, no sharp cut-off; inconclusive means no clear call, values can overlap the other calls; inactive means mostly below about 53%; further: some results filed as inactive read as strong as hits
LYP inhibition = PTPN22 lymphoid phosphatase activity blockers – biochemical, fluorescence intensity, uHTS (AID 1779). inhibition, % at 11.5 µM, or IC50 in µM where a hit was titrated. recombinant LYP phosphatase, fluorescence intensity; higher % means a stronger effect. hit rate 0.054% among 290,000;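 further: plate controls were vehicle with enzyme for no effect and no enzyme for full effect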
NOD2 inhibition = inhibition of NOD2-driven NF-kB reporter – cell-based, luminescence, uHTS, HEK293 (AID 1566); HEK293 NOD2/NF-kB luciferase reporter, luminescence; higher % means a stronger effect; inhibition, % at 4 µM, or EC50 in µM where a hit was titrated; hit rate 0.63% among 290,000; further: many of its hits are not listed in these tables
XIAP antagonists = small molecules displacing peptide from XIAP – biochemical, IAP family, fluorescence polarization (AID 1018). hit rate 0.007% among 200,000. displacement, % at 20 µM; hits with a dose series show IC50 in µM. XIAP BIR domain, fluorescence polarization peptide displacement; higher % means a stronger effect; in the data active means displacement above about 50%; further: a part of the inactive calls stands beside numbers as strong as those of hits
Lipid droplet cells 6.5 µM = recorded beside Lipid droplet, whose call it bears; cell count; measured here: cell count, cytotoxicity flag;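 cells counted across two imaged fields per well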
NS5 inhibitors pilot replicate = second read-out of NS5 inhibitors, no call of its own (marks repeat the call); inhibition, %; measured here: pilot screen replicate inhibition
Myeloid diff 2 GFP+ MAC1+ % = recorded beside Myeloid diff 2, whose call it bears; GFP+ MAC1+ double positive, %; measured here: differentiation confirmed by MAC1 staining
* marks the source's active call; other numbers are inactive results; i = inactive; ? = inconclusive; . = not tested or not shown; + = active, no number. Unless noted, no stated cut-off is given here; in the data, active means inhibition above about 50%; inactive means the rest. Only part of the results is shown (hit frequency here may not be typical).

SMILES	Myeloid diff 2	Myeloid diff 2 GFP+ MAC1+ %	NS5 inhibitors	Siah-1 displacement	HIV peptide binding	Lipid droplet	Lipid droplet cells 6.5 µM	AID2073	LYP inhibition	NOD2 inhibition	XIAP antagonists	others
COC(=O)c1ccc2c(c1)NC1=C(C(=O)CC(C)(C)C1)C(c1ccncc1)N2 (centres undefined)	+	2.2*	6%	-1%	-2.1%	38	823	2%	-6%	-10%	-8.4%
O=C(O)C1C2C=CC(C2)C1C(=O)Nc1ccc(C(=O)N2CCCCC2)c(Cl)c1 (centres undefined)	i	0.7	-1%	1%	0.5%	1	752	1%	0%	1%	-4.5%
COc1cc(Cl)c(C)cc1NC(=O)CSc1nc2ccccc2o1	i	7.4	-5%	-1%	-0.5%	2	647	3%	0%	18%	-5.6%
Cc1cc(-n2c(SCC(=O)NCCC3=CCCCC3)nc3n[nH]c(C)c3c2=N)ccc1Cl	?	.	4%	-6%	0.2%	5	707	8%	-6%	31%	.
CC(=O)Nc1nonc1-c1nc2ccccc2n1CCC(C)C	i	1.0	1%	-4%	12%	.	.	4%	-5%	13%	-2.8%
COc1ccc(C2/C(=C(/O)c3ccccc3)C(=O)C(=O)N2CCN2CCOCC2)c(OC)c1 (centres undefined)	i	0.5	-15%	6%	2.0%	.	.	-12%	-1%	3%	-4.0%
COc1ccccc1-c1cc(C(=O)N/N=C/C=C/c2ccccc2[N+](=O)[O-])c2ccccc2n1	i	2.1	-7%	0%	6.9%	-3	748	16%	1%	19%	-6.0%
Fc1ccc(C(c2nnnn2Cc2cccs2)N2CCN(c3ccccc3)CC2)cc1 (centres undefined)	i	0.9	0%	-3%	-0.9%	-16	712	-4%	3%	9%	-5.7%
CCC(=O)Nc1cccc(NC(=O)CSc2nnc(C(C)C)n2CC)c1	i	1.6	0%	-2%	-0.3%	.	.	-2%	-8%	-4%	1.2%
COc1ccccc1CNC(=O)c1ccncc1	i	0.5	2%	-2%	1.1%	.	.	0%	-7%	8%	.
COCCNc1ccnc2c(Cl)cccc12	i	1.2	-1%	1%	0.6%	-7	762	-10%	-2%	6%	-1.0%
Cc1ccc(S(=O)(=O)CCC(=O)Nc2ccc3c(c2)OCO3)cc1	i	1.5	2%	0%	-1.7%	-7	553	-4%	0%	15%	-4.4%
COC(=O)Nc1ccc(Oc2ccccc2)cc1	i	0.4	-5%	4%	0.2%	-2	724	?	-4%	-11%	-4.6%	NS5 inhibitors pilot replicate=-6.1
CC(=O)N1N=C(c2cccc(NS(C)(=O)=O)c2)CC1c1cccs1 (centres undefined)	i	0.2	-7%	1%	-2.1%	15	712	6%	-6%	10%	-5.5%
CCC(C)N(C(=O)COC(=O)Cc1n[nH]c(=O)c2ccccc12)C1CCS(=O)(=O)C1 (centres undefined)	i	0.6	-8%	-2%	-1.8%	.	.	-4%	0%	3%	-1.8%
Fc1ccc(NC(=S)Nc2ccc(Cl)cc2Cl)cc1	.	.	.	0%	0.2%	-23	688	4%	-3%	-27%	-1.4%
Cn1c(=O)cc(NCCc2ccccc2)[nH]c1=O	i	1.5	-11%	0%	-1.4%	20	751	11%	-5%	-9%	-5.8%
CCOC(=O)c1cc2c(N)c(C(=O)c3cc(C#N)c(SC)nc3C)sc2nc1C	?	.	1%	0%	2.3%	.	.	8%	-1%	15%	-2.5%
N#CCSc1nnc(-c2c[nH]c3ccccc23)o1	i	1.7	2%	2%	1.9%	24	665	7%	-7%	6%	.
COc1ccc(CCNC(=O)COc2ccc(S(=O)(=O)NC(C)C)cc2Cl)cc1OC	i	5.5	-6%	5%	-1.3%	-5	600	7%	0%	6%	-4.3%
CCCCOC(=O)c1ccc(NC(=O)C(=O)NCc2ccncc2)cc1	i	0.5	4%	-5%	1.1%	36	662	-2%	-3%	4%	-5.5%
COc1ccc(C(=O)CN2C(=O)NC3(CCCCCC3)C2=O)cc1	i	1.7	-12%	2%	1.4%	-16	697	3%	0%	8%	.
CCOc1ccc(N2C(=O)CC(Cc3ccc(Br)cc3)C2=O)cc1 (centres undefined)	i	0.7	-8%	8%	-0.8%	14	819	0%	-5%	2%	.
Cn1nnnc1SCC(=O)Nc1cccc([N+](=O)[O-])c1	i	0.6	.	-4%	-0.1%	10	704	-1%	-8%	-4%	-3.2%
COc1ccc(N2CCN(CCNC(=O)CCNS(=O)(=O)c3cccs3)CC2)cc1	i	0.9	-7%	10%	-0.8%	2	748	-11%	-4%	-10%	-0.9%
COc1ccc(N2C(=O)[C@@H]3Cc4ccccc4CN3C2=O)cc1	i	0.8	1%	5%	1.1%	.	.	14%	1%	5%	-4.9%
C=CCN1c2ccccc2[C@]23C[C@@H](C(=O)OC)N(C(C)=O)C2=NC(C(=O)OC)=C(C(=O)OC)[C@H]13	i	1.2	-2%	-2%	-2.7%	-3	680	8%	-10%	13%	.
CC(C)c1ccc(OCC(=O)N2CCc3ccccc3C2)cc1	i	0.5	1%	5%	0.6%	.	.	10%	-5%	0%	.
O=C(Nc1ccccc1)NC1CCN(Cc2ccccc2)CC1	i	0.2	-3%	0%	-2.2%	-2	665	-2%	-4%	-14%	-8.4%
O=C(Nc1cccnc1)Nc1ccc(Br)cc1Cl	i	2.5	-3%	2%	0.0%	0	726	-3%	0%	-23%	6.4%

Grouped by structure, the entries above containing a cyano group.
SMILES	Myeloid diff 2	Myeloid diff 2 GFP+ MAC1+ %	NS5 inhibitors	Siah-1 displacement	HIV peptide binding	Lipid droplet	Lipid droplet cells 6.5 µM	AID2073	LYP inhibition	NOD2 inhibition	XIAP antagonists	others
CCOC(=O)c1cc2c(N)c(C(=O)c3cc(C#N)c(SC)nc3C)sc2nc1C	?	.	1%	0%	2.3%	.	.	8%	-1%	15%	-2.5%
N#CCSc1nnc(-c2c[nH]c3ccccc23)o1	i	1.7	2%	2%	1.9%	24	665	7%	-7%	6%	.

(further entries)
SMILES	Myeloid diff 2	Myeloid diff 2 GFP+ MAC1+ %	NS5 inhibitors	Siah-1 displacement	HIV peptide binding	Lipid droplet	Lipid droplet cells 6.5 µM	AID2073	LYP inhibition	NOD2 inhibition	XIAP antagonists	others
COc1ccc(CNC(=S)Nc2cccc(OC)c2)cc1	i	0.8	-5%	-8%	-2.1%	3	876	-1%	-3%	6%	.
CCC(C)NS(=O)(=O)c1ccc(OCC(=O)Nc2ccc(F)cc2F)cc1 (centres undefined)	i	0.6	4%	7%	-1.7%	-11	709	5%	-2%	13%	-4.9%
CCNC(=S)NNc1nc(N2CCOCC2)nc(N2CCOCC2)n1	i	0.2	.	8%	-1.9%	-4	748	-6%	-5%	13%	-4.6%
CN1N=C(C(=O)N2CCc3c([nH]c4ccccc34)C2c2c(F)cccc2Cl)CCC1=O (centres undefined)	i	1.0	-7%	-4%	1.1%	-29	639	11%	1%	-46%	0.9%
Cc1ccc(C(=O)ON=C2CCN(c3ccc([N+](=O)[O-])cc3)CC2)cc1	i	1.7	-9%	2%	-0.7%	.	.	2%	-3%	9%	-2.8%
CNC(=O)Nc1ccc(Cl)cc1	i	0.7	-9%	2%	-2.5%	12	501	0%	-2%	2%	-5.0%
c1ccc(-c2cn3cccnc3n2)cc1	i	7.2	-1%	1%	-1.3%	5	701	39%	-30%	-14%	5.6%
COc1cccc(NC(=O)CSc2ccc3nnc(-c4ccncc4)n3n2)c1	i	2.1	1%	-3%	-0.5%	.	.	-3%	-7%	3%	-7.3%
Cc1cc(C)cc(N2CC(O)Cn3c2nc2c3c(=O)[nH]c(=O)n2C)c1 (centres undefined)	i	0.7	-3%	2%	-0.9%	.	.	6%	-9%	15%	.
Cc1oc2c(C)c3oc(=O)c(CCC(=O)NCCCN4CCOCC4)c(C)c3cc2c1C	i	3.2	4%	-1%	1.1%	-4	758	29%	-7%	23%	.
Cc1cc(C)cc(-n2nnc(C(=O)NCc3ccco3)c2N)c1	i	0.7	-2%	-3%	0.3%	2	791	0%	-7%	2%	-6.6%

Ordered by formula weight (low to high): twelve of the compounds above
SMILES	Myeloid diff 2	Myeloid diff 2 GFP+ MAC1+ %	NS5 inhibitors	Siah-1 displacement	HIV peptide binding	Lipid droplet	Lipid droplet cells 6.5 µM	AID2073	LYP inhibition	NOD2 inhibition	XIAP antagonists	others
c1ccc(-c2cn3cccnc3n2)cc1	i	7.2	-1%	1%	-1.3%	5	701	39%	-30%	-14%	5.6%
COc1ccc(CNC(=S)Nc2cccc(OC)c2)cc1	i	0.8	-5%	-8%	-2.1%	3	876	-1%	-3%	6%	.
O=C(Nc1ccccc1)NC1CCN(Cc2ccccc2)CC1	i	0.2	-3%	0%	-2.2%	-2	665	-2%	-4%	-14%	-8.4%
Cc1cc(C)cc(-n2nnc(C(=O)NCc3ccco3)c2N)c1	i	0.7	-2%	-3%	0.3%	2	791	0%	-7%	2%	-6.6%
O=C(Nc1cccnc1)Nc1ccc(Br)cc1Cl	i	2.5	-3%	2%	0.0%	0	726	-3%	0%	-23%	6.4%
Cc1cc(C)cc(N2CC(O)Cn3c2nc2c3c(=O)[nH]c(=O)n2C)c1 (centres undefined)	i	0.7	-3%	2%	-0.9%	.	.	6%	-9%	15%	.
Cc1ccc(C(=O)ON=C2CCN(c3ccc([N+](=O)[O-])cc3)CC2)cc1	i	1.7	-9%	2%	-0.7%	.	.	2%	-3%	9%	-2.8%
CCNC(=S)NNc1nc(N2CCOCC2)nc(N2CCOCC2)n1	i	0.2	.	8%	-1.9%	-4	748	-6%	-5%	13%	-4.6%
COc1cccc(NC(=O)CSc2ccc3nnc(-c4ccncc4)n3n2)c1	i	2.1	1%	-3%	-0.5%	.	.	-3%	-7%	3%	-7.3%
CCC(C)NS(=O)(=O)c1ccc(OCC(=O)Nc2ccc(F)cc2F)cc1 (centres undefined)	i	0.6	4%	7%	-1.7%	-11	709	5%	-2%	13%	-4.9%
Cc1oc2c(C)c3oc(=O)c(CCC(=O)NCCCN4CCOCC4)c(C)c3cc2c1C	i	3.2	4%	-1%	1.1%	-4	758	29%	-7%	23%	.
C=CCN1c2ccccc2[C@]23C[C@@H](C(=O)OC)N(C(C)=O)C2=NC(C(=O)OC)=C(C(=O)OC)[C@H]13	i	1.2	-2%	-2%	-2.7%	-3	680	8%	-10%	13%	.

Assay outcomes deposited in PubChem by several laboratories.
